Screens from PubChem.
SW480 rereplic: inducers of DNA re-replication in SW480 colon cancer cells | SW480 DNA re-replication, Hoechst DNA content imaging, 48 h | Potency, µM (top dose mostly 46.1 µM), for inactives: at the top dose re-replication activation, hits mostly activators | 1.8% of 340,000 active | AID 624297; also: potency is read from the fitted curve at half-maximal effect; % of control where 0% means no effect; nearly all actives have a fitted effect of over 55% in size
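Compounds, transferred as 23 nL by pin tool, were incubated with cells for 48 hr; DNA content per nucleus was then quantified by Hoechst staining and fluorescence plate imaging.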
ATXN2 expr inh: reduces ATXN2 reporter expression in HEK-293 cells | Potency, µM (titrated, usually from 57 µM), for inactives: at the highest dose activity change, negative = inhibition, hits mostly inhibitors | HEK-293 ATXN2-luciferase reporter, luminescence, 24 h | 0.72% of 360,000 active | AID 1745845; also: potency is read from the fitted curve at half-maximal effect; % is scaled to controls: 0 for no effect and ±100 for the full control effect; nearly all actives have a fitted effect of over 55% in size
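ATXN2-luciferase reporter cells (luciferase flanked by upstream and downstream ATXN2 gene portions) were treated 24 h at 37 °C with compounds at up to 57 uM. SteadyGlo luminescence gave expression; GF-AFC fluorescence gave viability.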
KB-V1 cytotox: kills drug-selected multidrug resistant KB-V1 cells | 3.4% of 400,000 active | Potency, µM (titrated, usually from 46.1 µM), for inactives: top-dose activity change, negative = cytotoxicity, hits mostly cytotoxic | KB-V1 MDR cells viability, CellTiter-Glo, 72 h | AID 1347076; also: potency is read from the fitted curve at half-maximal effect; % is scaled to controls: 0 for no effect and ±100 for the full control effect; nearly all actives have a fitted effect of over 60% in size
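Compound-treated KB-V1 multidrug-resistant cells, 72 h, 37 degrees C; viability by CellTiter-Glo. Fitted qHTS curves give the values.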
KB-3-1 cytotox: kills parental KB-3-1 adenocarcinoma cells; KB-3-1 viability, CellTiter-Glo ATP luminescence, 72 h; Potency, µM (series often up to 46.1 µM), without a hit: top-dose activity change, negative = cytotoxic, actives largely listed as cytotoxic; 1.4% of 400,000 active; also: potency is read from the fitted curve at half-maximal effect; % is scaled to controls: 0 for no effect and ±100 for the full control effect; nearly all actives have a fitted effect of over 60% in size
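Viability of parental KB-3-1 cells, measured by CellTiter-Glo luminescence, followed a 72 h incubation at 37 °C with pinned compounds in phenol-red-free DMEM containing 10% FBS.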
IL-1B inflam inh: inhibitors of inflammasome signaling (IL-1 beta secretion). THP-1 LPS/ATP IL-1B secretion, AlphaLISA, 16 h; active compounds read low. activity change, % at 57.5 µM. 4.7% of 360,000 active. AID 743279; in the data active = activity change below about -50%; inconclusive = mostly about -30% to -49%; also: % is scaled to controls: 0 for no effect and ±100 for the full control effect
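THP-1 cells pretreated 1 hr with compounds (up to 57.5 uM final), then stimulated with LPS (250 ng/mL final) plus ATP (1.25 mM final); secreted IL-1B measured by AlphaLISA after 16 hr, decreased signal indicating inhibition.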
MCF10A rerep: DNA re-replication induction in MCF 10a cells; MCF 10A DNA re-replication, Hoechst nuclear intensity, 48 h; Potency, µM (top dose mostly 46.1 µM), without a hit: at the top dose activity, positive = re-replication, most hits filed as activators; 2.9% of 350,000 active; AID 624296; also: potency is read from the fitted curve at half-maximal effect; % of control where 0% means no effect; nearly all actives have a fitted effect of over 50% in size
ATXN viability: viability counter-screen for ATXN expression inhibitors; S2 cells (HEK-293 line with an ATXN2-luciferase reporter) viability, CellTiter-Fluor protease fluorescence, 24 h; Potency, µM (highest dose often 56.7 µM), hits mostly cytotoxic; 0.49% of 400,000 active; also: potency is read from the fitted curve at half-maximal effect; nearly all actives have a fitted effect of over 40% in size
HT1080-NT tox: kills 2HG-producing HT-1080-NT fibrosarcoma cells; HT-1080-NT fibrosarcoma viability, CellTiter-Glo ATP luminescence, 48 h; Potency, µM (top dose mostly 46.1 µM), for the others: at the top dose activity, negative = less viability, usual class: cytotoxic; 1.6% of 360,000 active;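 also: NT is the 2HG producing partner of a matched IDH1 knockdown line; potency is read from the fitted curve at half-maximal effect; 0% = DMSO-treated cells and -100% = media-only wells without cells; nearly all actives have a fitted effect of over 55% in size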
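HT-1080-NT fibrosarcoma cells (2HG-overproducing), 750 cells/well in RPMI with 5% FBS, dosed after 2 h and incubated 48 h at 37C. CellTiter-Glo luminescence normalized to DMSO and no-cell wells; concentration-response curves fitted and classed.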
HT1080 IDH1KD tx: HT-1080 IDH1 knockdown cell toxicity (counter line); HT-1080 IDH1 knockdown viability, ATP luminescence, 48 h; Potency, µM (doses to about 46.1 µM), for inactives: at the highest dose activity, negative = toxicity, actives largely listed as cytotoxic; 2% of 360,000 active; AID 686971;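 also: potency is read from the fitted curve at half-maximal effect; 0% = DMSO wells and -100% = cell-free medium wells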
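Assay cells: HT-1080 with IDH1 knockdown, 750 per well, RPMI/5% FBS. Exposure: 48 h at 37 °C following 2 h pre-incubation. Read: CellTiter-Glo luminescence; fitted concentration-response, curve class assigned.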
* = called active by the depositor; [ ] = remark or other dose. Unless noted, calls follow the shape of the dose curve; as a rule, active = well fitted curve in the direction sought with a large enough effect; inconclusive = small, poorly fitted or top-dose-only effect, or another doubt; inactive = no such curve, though single readings can be large; an effect the other way counts as inactive or inconclusive.

`O=C(CCC1CCCN(C(=O)CC2=CCCCC2)C1)N1CCN(c2ccccn2)CC1` (stereo unspecified) gave SW480 rereplic -27%, ATXN2 expr inh -33%, KB-V1 cytotox inconclusive, KB-3-1 cytotox 16%, IL-1B inflam inh 0, MCF10A rerep -15%, ATXN viability inconclusive, HT1080-NT tox -1% and HT1080 IDH1KD tx -21%.
Cc1cc(C)c2c(CN3CCCCC3)cc(=O)oc2c1 was read as SW480 rereplic 5%, ATXN2 expr inh 23%, KB-V1 cytotox -2%, KB-3-1 cytotox 4%, IL-1B inflam inh 1, MCF10A rerep -1%, ATXN viability inconclusive, HT1080-NT tox 16% and HT1080 IDH1KD tx 14%.
COCCN(CCOC)S(=O)(=O)c1ccc(C(=O)Nc2nnc(C)o2)cc1 was read as SW480 rereplic -1%, ATXN2 expr inh 2%, KB-V1 cytotox -9%, KB-3-1 cytotox 3%, IL-1B inflam inh 28, MCF10A rerep -7%, ATXN viability inactive, HT1080-NT tox 12% and HT1080 IDH1KD tx 11%.
Screening O=C(NC(=S)N1CCOCC1)C12CCC3CC(CC(C3)C1)C2 returned SW480 rereplic 1%, ATXN2 expr inh -10%, KB-V1 cytotox -4%, KB-3-1 cytotox -6%, IL-1B inflam inh 7, MCF10A rerep 18%, ATXN viability inactive, HT1080-NT tox -2% and HT1080 IDH1KD tx 0%.
Screening Oc1ccc(C[C@H]2CNCCN2CCc2cccc3ccccc23)cc1 returned SW480 rereplic 1%, ATXN2 expr inh inconclusive, KB-V1 cytotox 0%, KB-3-1 cytotox -19%, IL-1B inflam inh -29, MCF10A rerep 18%, ATXN viability inconclusive, HT1080-NT tox -25% and HT1080 IDH1KD tx -11%.
`O=C(NNC(=S)Nc1ccccc1)c1cccc(S(=O)(=O)N2CCOCC2)c1` gave SW480 rereplic -2%, ATXN2 expr inh -11%, KB-V1 cytotox inconclusive, KB-3-1 cytotox -3%, IL-1B inflam inh 14, MCF10A rerep 1%, ATXN viability inconclusive, HT1080-NT tox 0% and HT1080 IDH1KD tx 15%.
For COc1cc(NC(=O)C2CCCN2S(=O)(=O)c2cccc3cccnc23)cc(OC)c1OC (stereo unspecified) the results were SW480 rereplic -1%, ATXN2 expr inh 6%, KB-V1 cytotox 5%, KB-3-1 cytotox 10%, IL-1B inflam inh 24, MCF10A rerep inconclusive, ATXN viability inactive, HT1080-NT tox 20% and HT1080 IDH1KD tx 14%.
`Cc1cc(-n2c(SCC(=O)Nc3ccc(F)c(F)c3)nc3n[nH]c(C)c3c2=N)ccc1Cl` gave SW480 rereplic inconclusive, KB-V1 cytotox 0%, KB-3-1 cytotox -12%, IL-1B inflam inh -6, MCF10A rerep 2.3µM*, ATXN viability inconclusive, HT1080-NT tox inconclusive and HT1080 IDH1KD tx 0%.
`CCCCc1c(O)n2c(nc3ccccc32)[nH]c1=O` gave SW480 rereplic -1%, ATXN2 expr inh -4%, KB-V1 cytotox 29%, KB-3-1 cytotox 3%, IL-1B inflam inh 27, MCF10A rerep 8%, ATXN viability inactive, HT1080-NT tox inconclusive and HT1080 IDH1KD tx 12%.
CCOc1ccc(NS(=O)(=O)c2c(C)nc3sccn3c2=O)cc1 was read as SW480 rereplic -5%, ATXN2 expr inh -8%, KB-V1 cytotox 1%, KB-3-1 cytotox -1%, IL-1B inflam inh 17, MCF10A rerep -1%, ATXN viability inconclusive, HT1080-NT tox -6% and HT1080 IDH1KD tx 7%.
`COc1ccccc1N(CC(=O)Nc1ccc(Cc2ccncc2)cc1)S(=O)(=O)c1ccccc1` gave SW480 rereplic -87%[inhibitor], ATXN2 expr inh inconclusive, KB-V1 cytotox -4%, KB-3-1 cytotox 0%, IL-1B inflam inh -24, MCF10A rerep inconclusive, ATXN viability inconclusive, HT1080-NT tox -10% and HT1080 IDH1KD tx -19%.
Screening Cc1cc(C)n(-c2ccc(C(=O)N3CCN(S(=O)(=O)c4ccc(Br)cc4Cl)CC3)cc2)n1 returned KB-V1 cytotox 7%, KB-3-1 cytotox -14%, IL-1B inflam inh inconclusive, ATXN viability inactive, HT1080-NT tox -24% and HT1080 IDH1KD tx -23%.
For CCOC(=O)C1(P(=O)(c2ccccc2)c2ccccc2)CCC1 the results were SW480 rereplic -6%, ATXN2 expr inh -5%, KB-V1 cytotox -3%, KB-3-1 cytotox 14%, IL-1B inflam inh 2, MCF10A rerep -1%, ATXN viability inactive, HT1080-NT tox 11% and HT1080 IDH1KD tx 7%.
Screening CCN(CC(=O)Nc1c(F)cccc1F)C(=O)C1CCCN(C(=O)c2ccc(Cl)cc2)C1 (stereo unspecified) returned SW480 rereplic -5%, ATXN2 expr inh -4%, KB-V1 cytotox inconclusive, KB-3-1 cytotox 2%, IL-1B inflam inh inactive, MCF10A rerep -2%, ATXN viability inactive, HT1080-NT tox -10% and HT1080 IDH1KD tx -7%.
For COCCNC(=O)CN(Cc1cccs1)C(=O)CCC(=O)Nc1nccs1 the results were SW480 rereplic -32%, ATXN2 expr inh -19%, KB-V1 cytotox 23%, KB-3-1 cytotox -5%, IL-1B inflam inh -9, MCF10A rerep 1%, ATXN viability inactive, HT1080-NT tox -7% and HT1080 IDH1KD tx -2%.
Screening Cc1ccc(S(=O)(=O)N(C)C[C@H]2OCCCC[C@@H](C)Oc3ccc(NC(=O)Cc4ccccc4)cc3C(=O)N([C@H](C)CO)C[C@@H]2C)cc1 returned ATXN2 expr inh 2%, KB-V1 cytotox 8%, KB-3-1 cytotox 4%, IL-1B inflam inh -5, ATXN viability inactive, HT1080-NT tox 2% and HT1080 IDH1KD tx -8%.
C(=N\N(Cc1ccccc1)c1ccccc1)/c1ccco1 was read as SW480 rereplic -4%, ATXN2 expr inh 11%, KB-V1 cytotox -4%, KB-3-1 cytotox -3%, IL-1B inflam inh -1, MCF10A rerep 20%, ATXN viability inactive, HT1080-NT tox 0% and HT1080 IDH1KD tx -7%.
Screening CC(=O)NCc1cc(-c2nn(C)c(=O)c3ccccc23)ccc1C returned SW480 rereplic -1%, ATXN2 expr inh 49%[activator], KB-V1 cytotox -9%, KB-3-1 cytotox 1%, IL-1B inflam inh 57, MCF10A rerep 2%, ATXN viability inactive, HT1080-NT tox -9% and HT1080 IDH1KD tx -7%.
Screening O=S(=O)(Nc1nc(-c2sccc2Cl)cs1)c1cc(Cl)ccc1Cl returned SW480 rereplic -1%, ATXN2 expr inh -13%, KB-V1 cytotox -15%, KB-3-1 cytotox -4%, IL-1B inflam inh 35, MCF10A rerep 8.2µM*, ATXN viability inconclusive, HT1080-NT tox -16% and HT1080 IDH1KD tx -28%.
For CS(=O)(=O)c1ccc(C(=O)NC(Cc2ccccc2)c2ccccc2)cc1 (stereo unspecified) the results were SW480 rereplic 1%, ATXN2 expr inh 1%, KB-V1 cytotox -4%, KB-3-1 cytotox -4%, IL-1B inflam inh -25, MCF10A rerep -2%, ATXN viability inactive, HT1080-NT tox 10% and HT1080 IDH1KD tx 11%.

Looked up by compound from the entries so far:
Screening Cc1cc(C)n(-c2ccc(C(=O)N3CCN(S(=O)(=O)c4ccc(Br)cc4Cl)CC3)cc2)n1 returned KB-V1 cytotox 7%, KB-3-1 cytotox -14%, IL-1B inflam inh inconclusive, ATXN viability inactive, HT1080-NT tox -24% and HT1080 IDH1KD tx -23%.
Screening Oc1ccc(C[C@H]2CNCCN2CCc2cccc3ccccc23)cc1 returned SW480 rereplic 1%, ATXN2 expr inh inconclusive, KB-V1 cytotox 0%, KB-3-1 cytotox -19%, IL-1B inflam inh -29, MCF10A rerep 18%, ATXN viability inconclusive, HT1080-NT tox -25% and HT1080 IDH1KD tx -11%.

The results go on:
O=C(Nc1cccc(C(F)(F)F)c1)OCc1ccncc1 was read as SW480 rereplic -10%, ATXN2 expr inh -30%, KB-V1 cytotox -7%, KB-3-1 cytotox -9%, IL-1B inflam inh inconclusive, MCF10A rerep -1%, ATXN viability inactive, HT1080-NT tox 2% and HT1080 IDH1KD tx 2%.
Screening CCOCCCNC(=O)c1c[nH]c2ccc(OCC)cc2c1=O returned SW480 rereplic 3%, ATXN2 expr inh -22%, KB-V1 cytotox -25%, KB-3-1 cytotox 1%, IL-1B inflam inh -18, MCF10A rerep 4%, ATXN viability inactive, HT1080-NT tox 1% and HT1080 IDH1KD tx -8%.
O=S(=O)(c1ccc(Cl)cc1)N1CCCC1c1nc(-c2ccc(Cl)cc2)no1 (stereo unspecified) was read as SW480 rereplic -4%, ATXN2 expr inh -17%, KB-V1 cytotox -6%, KB-3-1 cytotox 4%, IL-1B inflam inh 0, MCF10A rerep 12%, ATXN viability inactive, HT1080-NT tox -14% and HT1080 IDH1KD tx -7%.
Cc1cc(C(=O)N/N=C/c2cc([N+](=O)[O-])cc(C)c2O)n[nH]1 was read as SW480 rereplic 14%, ATXN2 expr inh inconclusive, KB-V1 cytotox -11%, KB-3-1 cytotox inconclusive, IL-1B inflam inh 211, MCF10A rerep -12%, ATXN viability inactive, HT1080-NT tox inconclusive and HT1080 IDH1KD tx 16µM*.
Screening CCC(=O)Nc1ccc(C=C(C(C)=O)C(C)=O)cc1 returned SW480 rereplic -3%, KB-V1 cytotox -2%, KB-3-1 cytotox inconclusive, IL-1B inflam inh -6, MCF10A rerep 16µM*, ATXN viability inconclusive, HT1080-NT tox 0% and HT1080 IDH1KD tx 2%.
Screening COc1ccc(CCNS(=O)(=O)c2ccc(N3CCCCS3(=O)=O)cc2)cc1 returned ATXN2 expr inh -21%, KB-V1 cytotox -14%, KB-3-1 cytotox -14% and ATXN viability inactive.
`CC(=O)Nc1ccc(N=Nc2ccccc2)cc1` gave SW480 rereplic inconclusive, ATXN2 expr inh 65%[activator], KB-V1 cytotox -18%, KB-3-1 cytotox 18%, IL-1B inflam inh -21, MCF10A rerep -6%, ATXN viability inactive, HT1080-NT tox 1% and HT1080 IDH1KD tx 0%.
`O=C(Nc1ccccc1Cl)Nc1ccccc1Cl` gave SW480 rereplic 15%, ATXN2 expr inh 5%, KB-V1 cytotox 0%, KB-3-1 cytotox -4%, IL-1B inflam inh 7, MCF10A rerep -3%, ATXN viability inactive, HT1080-NT tox -19% and HT1080 IDH1KD tx 19%.
